WT yeast gro inh: growth inhibition of WT yeast, mitochondrial fusion screen. mitochondrial fusion phenotypic screen, WT strain. inhibition, % at 10 µM. actives 2.1% (n = 190,000); in the data active means inhibition above about 58%; tested in S. cerevisiae
bCat nuc transl: modulators of beta-catenin nuclear translocation | HeLa beta-catenin nuclear translocation, immunofluorescence imaging | nuclear translocation activity, % at 5 µM | actives 0.3% (n = 190,000);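 active means nuclear translocation activity above 50% at 5 µM, with a well cell count of 50 or more; inconclusive means wells under 50 cells across six images, flagged as toxic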;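 further: per-cell ratio of nuclear to cytoplasmic median beta-catenin stain intensity; plate controls were DMSO negative control for no effect and GSK-3 inhibitor IX positive control for full effect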
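Read-out: Nuclear/cytoplasmic beta-catenin signal ratio, % activation | Assay system: Human HeLa cell line | Times: 24 h compound exposure at 37°C, 5% CO2 | Signal: Fluorescence imaging of beta-catenin antibody stain plus DAPI | Dosing: 5 µM primary, 0.02–20 µM confirmation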
Dynein cargo inh: dynein cargo transport inhibition; z-score, hits read low; actives 0.47% (n = 220,000); AID 1381; 3617.4 mouse cells, GR-EGFP nuclear translocation imaging; test concentration mostly 20 µM; stimulated with dexamethasone, 1 µM; active compounds read low;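 active means plate z-score of nuclear minus cytoplasmic receptor signal below a set negative limit, without overly bright fluorescence or cell loss, cut at about -3.5 in these data, passing the limit was not always enough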;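 further: z-score of nuclear minus cytoplasmic ring GR-EGFP intensity difference per well; some compounds called inactive have numbers as strong as hits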
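Buffer or medium – tet-free medium with charcoal-stripped serum · Signal – automated 10x imaging of fixed Hoechst-stained cells · Also added – dexamethasone agonist, 1.0 µM final, for 30 min · Incubation – induction 48 h, compound 1 h, agonist 30 min · Read-out – GR-EGFP nuclear translocation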
Insulin prom up: MIN6 insulin promoter up-regulation; MIN6 insulin promoter-GFP reporter, high-content imaging; active compounds read high; z-score at 5 µM; actives 0.3% (n = 190,000);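 active means z-score above 3 at 5 µM with at least 500 cells counted in the well; inconclusive means wells under 500 cells, flagged as cytotoxic or low count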
Yfh1-depleted yeast: mitochondrial function rescue without frataxin homolog – Friedreich's ataxia, plus single-dose screen, dose response (AID 1465); S. cerevisiae Yfh1-off respiration, WST-1 reduction, 72 h; higher fold induction means a stronger effect; fold induction at 50 µM, or EC50 in µM where a hit was titrated; actives 0.074% (n = 220,000);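 active means fold induction of absorbance versus untreated yeast above a set limit, then at least 30% activation at any dose in follow-up; inconclusive means repeats straddling the limit, or above it without dose testing; inactive means fold induction below the set limit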;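 further: activators that raise dye reduction in frataxin-depleted yeast; strong numbers were not always called active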
MT stabilize HCS: stabilizes microtubules in HeLa cells; HeLa tubulin immunostaining HCS, 24 h; share of cells brighter than vehicle mean+2SD; % tubulin-high responders, % at 10 µM; actives 0.83% (n = 200,000);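 active means plate Z-score above 3 for both tubulin-high and condensed-nucleus cell shares, with cell loss under 80%, at 10 µM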;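 further: anti alpha tubulin signal scored within the nucleus-defined area of each cell; some results filed as inactive read as strong as hits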
Autophagy mod: autophagy modulation, high-content screen; calls only at 10 µM (by protocol); MEF GFP-LC3 puncta imaging; test concentration mostly 10 µM; actives 0.98% (n = 190,000); AID 463193;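 active means percentage of spot-positive cells more than 3 SD above its plate mean, without a fluorescence outlier flag or 80% toxicity; inconclusive means no clear call, values can overlap the other calls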;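 further: spot-positive cell cutoff set from DMSO-treated cells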
AID2073: inhibitors of Mint1-CaV2.2 protein interaction, biochemical, HTRF (AID 2073); HTRF protein-protein interaction, Mint1-CaV2.2; higher % means a stronger effect; one-dose inhibition, % at 20 µM; IC50 in µM for titrated hits; actives 0.19% (n = 290,000); in the data active means inhibition mostly above about 51%, no sharp cut-off; inconclusive means no clear call, values can overlap the other calls; inactive means mostly below about 53%; further: some results filed as inactive read as strong as hits
HIV peptide binding: cell-free HIV fusion peptide-binding blockers – biochemical, uHTS, fluorescence dequenching, primary screen (AID 1986); cell-free peptide binding, fluorescence dequenching, 30 min; higher % means a stronger effect; inhibition, % at 20 µM, or IC50 in µM where a hit was titrated; actives 0.3% (n = 290,000); in the data active means inhibition mostly above about 52%, no sharp cut-off; inactive means mostly below about 76%; further: some results filed as inactive read as strong as hits
WT yeast gro inh mutant strain: further read-out of WT yeast gro inh, marked with its call; inhibition, %; mitochondrial fusion phenotypic screen, mutant strain inhibition
Dynein cargo inh cytoplasmic EGFP: also measured in Dynein cargo inh; calls as there; z-score; measured here: cytoplasmic GR-EGFP intensity; active compounds read high
Dynein cargo inh nuclear GR-EGFP: also measured in Dynein cargo inh; calls as there; z-score; measured here: nuclear GR-EGFP intensity;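 lower value marks the stronger effect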
Dynein cargo inh cell count: second read-out of Dynein cargo inh, no call of its own (marks repeat the call); z-score; measured here: cell count per field
Insulin prom up cell count: recorded beside Insulin prom up, whose call it bears; cell count; measured here: cytotoxicity, nuclei count;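 total cells summed across four imaged fields per well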
bCat nuc transl cell count 5 µM: further read-out of bCat nuc transl, marked with its call; cell count; measured here: cell count, cytotoxicity flag
MT stabilize HCS Hoechst-high %: further read-out of MT stabilize HCS, marked with its call; % Hoechst-high responders; measured here: nuclear condensation Hoechst responders;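 share of cells brighter than vehicle mean plus two SD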
MT stabilize HCS cytotoxicity %: also measured in MT stabilize HCS; calls as there; toxicity, %; measured here: cytotoxicity by cell density;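 0% = mean cell density of plate MIN control wells and 100% = no cells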
Autophagy mod cell loss 18 h: further read-out of Autophagy mod, marked with its call; toxicity, %; measured here: cell loss, nuclei count;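 cell loss after 18 h compound exposure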
Numbers without * were called inactive; i = inactive; ? = inconclusive; . = no result given. Compounds as they come, and some 4.2% of all compounds hit somewhere here.

SMILES	WT yeast gro inh	WT yeast gro inh mutant strain	bCat nuc transl	bCat nuc transl cell count 5 µM	Dynein cargo inh	Dynein cargo inh cytoplasmic EGFP	Dynein cargo inh nuclear GR-EGFP	Dynein cargo inh cell count	Insulin prom up	Insulin prom up cell count	Yfh1-depleted yeast	MT stabilize HCS	MT stabilize HCS Hoechst-high %	MT stabilize HCS cytotoxicity %	Autophagy mod	Autophagy mod cell loss 18 h	AID2073	HIV peptide binding
Cc1cc(C)c[n+](CC(=O)c2ccc(NC(=O)c3ccccc3)cc2)c1	-3	2	0.6	1537	-0.85	-0.2	-1.1	0.42	-0.02	1528	i	0.9	1.3	9.8	i	-14	18%	-0.2%
COc1ccc(Oc2nc(OC)cc(OC)n2)cc1	-2	18	-0.1	1492	-0.36	-0.26	-0.22	0.1	0.99	1392	i	6.1	1.7	5.2	i	5	-1%	-0.7%
Cn1c(=O)c2cn3c(c2n(C)c1=O)C(c1ccccc1)CC(c1ccccc1)=N3 (stereo not drawn)	3	-6	-1.3	1034	-0.59	-0.24	-0.022	-0.29	-0.56	1755	i	2.3	0.3	42	i	4	-12%	2.1%
CCNC(=O)NC(=O)COc1ccccc1C#N	-8	-3	1.6	588	-0.17	-0.25	0.34	0.38	-0.34	1531	i	3.3	2.2	6.0	i	11	-9%	5.5%
O=C1CNC(=O)/C1=C\N1CCN(C(c2ccccc2)c2ccccc2)CC1	2	-6	-6.3	949	-0.42	-0.19	-0.22	1.1	-0.52	846	i	3.1	5.3	8.2	i	3	6%	-1.8%
CC(=O)Nc1ccc(/C=N\NC(=O)CNS(=O)(=O)c2ccc([N+](=O)[O-])cc2)cc1	-2	-17	-1.3	1130	0.84	-0.38	0.18	-0.029	-0.11	1326	i	2.3	1.9	18	i	-7	0%	-0.5%
CCOc1ccccc1-c1nn2c(Cc3ccccc3)nnc2s1	15	-6	-1.9	1140	2	-0.16	2	-1.3	-0.18	1140	i	5.0	1.8	4.8	i	37	-5%	-0.4%
COc1c(O)cc2oc(-c3ccc(O)cc3)cc(=O)c2c1O	.	.	-0.6	1125	0.22	-0.74	0.21	-0.28	.	.	i	.	.	.	.	.	-3%	9.3%
Cc1cc(C)c2c(NC(=S)NC(=O)c3ccccc3)nn(C)c2n1	13	24	0.7	1061	1.2	-0.31	0.76	0.28	-0.31	1267	i	4.9	1.6	4.5	i	16	-5%	23%
COc1ccc(C2NC(C(=O)O)CS2)cc1COCC(F)(F)F (stereo not drawn)	-6	-10	.	.	0.13	0.11	0.075	-0.069	.	.	i	3.8	2.2	14	i	0	.	.
C#CC(=O)N(c1ccc(OC)cc1OC)C(C(=O)NC1CCCC1)c1cccs1 (stereo not drawn)	-8	-11	32	56	-4.4*	0.74*	-2*	-0.71*	?	.	i	2.0	2.3	3.7	i	-4	-33%	0.5%
CCC(=O)N(Cc1ccco1)c1nc(-c2ccccc2)cs1	23	-5	-0.2	1314	0.51	-0.32	0.098	0.13	0.48	1570	i	5.3	2.9	1.3	i	16	9%	3.3%
O=C(c1ccc(-n2c(SCc3cccc(F)c3)nc3ccccc3c2=O)cc1)N1CCOCC1	9	5	-1.4	477	-0.62	-0.21	-0.11	0.83	-0.43	1302	i	3.1	4.1	7.7	i	23	1%	0.5%
CCS(=O)(=O)N1CCC(C(=O)NCc2ccccc2OC)CC1	4	-6	-2.1	1338	0.0089	-0.24	-0.19	0.88	0.55	1575	i	2.9	1.5	2.2	i	-1	8%	-2.7%
Cc1ccc(C)n1-c1ccc(C(=O)NCC2CCCO2)cc1 (stereo not drawn)	-2	13	-6.2	954	0.86	-0.25	0.65	-1.4	0.03	1080	i	5.3	2.2	17	i	3	-10%	6.6%
CCCc1ccc(OCc2ccc(C(=O)NCc3cccnc3)o2)c(OC)c1	-1	-6	0.2	1491	-0.16	-0.35	-0.28	0.95	-1	1702	i	1.5	2.1	8.0	i	-2	0%	-1.5%
Cn1c(=O)n(CC(=O)N2CCOCC2)c2ccccc21	-21	-3	-2.2	1249	-0.7	-0.23	-0.48	0.57	0.46	1140	i	3.2	2.1	0.4	i	-1	12%	3.5%
CN(Cc1nc(-c2ccccc2)no1)C1CCOCC1	.	.	0.3	1319	-0.35	-0.17	-0.27	-0.34	-0.02	1047	i	.	.	.	.	.	7%	-1.4%
O=S(=O)(NCC(c1cccnc1)N1CCN(c2ccc(F)cc2)CC1)c1cc(F)ccc1F (stereo not drawn)	5	-2	.	.	-0.24	-0.23	0.32	-0.64	.	.	i	3.4	1.6	6.5	i	2	.	.
Cc1ccc(C(=O)CSc2nc3ccccc3c(=O)n2-c2ccccc2)s1	5	-33	-2.7	899	-1.1	0.012	-0.81	0.92	0.28	1555	i	3.8	1.7	10	i	12	5%	0.0%
Cc1cc(C)nc(SCC(=O)N/N=C/c2cccn2-c2ccc(O)cc2)n1	-1	-5	-4.0	1266	0.59	-0.11	0.48	-0.37	0.01	793	i	1.5	1.4	3.1	i	1	-13%	-5.0%
COc1ccc(NC(=S)N(CCc2ccc(OC)c(OC)c2)Cc2ccccn2)cc1	3	-7	4.0	992	-0.66	-0.33	-0.38	0.11	-0.94	1300	i	5.0	2.3	7.8	i	2	-7%	-0.6%
CC1Cc2ccccc2N1C(=O)CCN1C(=O)C2C3C=CC(C3)C2C1=O (stereo not drawn)	7	16	-2.0	1489	0.26	-0.28	0.014	0.11	0.82	1334	i	3.9	2.2	8.1	i	-1	-1%	0.2%
O=P(O)(O)c1ccccc1OCc1ccccc1	-5	-9	-4.3	1158	1.1	-0.0063	-0.11	-1.2	-0.48	1414	i	4.0	3.9	7.1	i	10	2%	3.0%
O=C(O)C/C(=C\c1cccc(NC(=O)c2ccccc2Cl)c1)c1nc2ccccc2s1	.	.	0.3	1328	-1.3	-0.16	0.0031	0.4	0.47	842	i	.	.	.	.	.	35%	11%
CC(=O)N1CCN(S(=O)(=O)c2cccc(C(=O)NC3CCC(C)CC3)c2)CC1 (stereo not drawn)	23	5	-4.7	1163	0.049	-0.19	-0.094	0.046	0.28	1663	i	2.2	1.4	5.7	i	-4	-6%	0.7%
C/C(CC(=O)Nc1ccc([N+](=O)[O-])cc1)=N/NC(=O)C1CC12CCC2 (stereo not drawn)	-4	2	-0.2	1201	0.57	-0.26	0.48	-0.065	0.79	1391	i	4.4	1.7	5.1	i	15	-4%	-1.8%
O=C(Nc1ccccc1N1CCOCC1)c1ccc(Br)o1	9	2	2.2	1103	-0.61	-0.22	-0.59	1.2	-0.02	1072	i	3.4	1.7	7.0	i	-10	0%	-1.5%
COc1cc(C(=O)NCCc2cc3c(OC)ccc(OC)c3[nH]c2=O)cc(OC)c1OC	-14	-11	0.0	1100	0.25	-0.35	-0.12	0.68	-0.6	1240	i	2.0	1.6	7.8	i	6	5%	-0.3%
COc1ccc(-c2cc(=O)oc(-c3cccc(C)c3)n2)cc1	.	.	-1.6	1083	0.29	-0.23	0.12	-0.077	-0.4	1430	i	.	.	.	.	.	19%	3.7%
CCOc1ccc(-c2cc(N3C(=O)Nc4ccccc4N3O)on2)cc1	-3	-1	1.6	1172	3.2	-0.32	1.8	-1.3	-0.37	898	i	2.2	1.1	9.6	i	8	-1%	3.3%
C/C(=N\Nc1nc(-c2ccccc2)cs1)c1cccs1	25	31	2.7	970	-0.52	-0.32	-0.73	0.6	0.41	1133	i	1.2	2.5	11	i	1	-11%	-0.1%
CCN1CCc2c(sc3c2c(NCc2ccco2)nc2nnnn23)C1	25	41	2.4	1019	1.3	-0.15	0.78	0.78	.	.	i	2.2	3.1	15	i	-6	3%	5.0%
CC(=O)C(=Cc1ccc(O)cc1)C(C)=O	.	.	-3.5	1217	-0.79	-0.2	-0.31	0.25	0.31	1357	i	.	.	.	.	.	-4%	0.1%
CC(C)(C)C(=O)NC(NC(=S)Nc1ccc(S(N)(=O)=O)cc1)C(Cl)(Cl)Cl (stereo not drawn)	-17	-11	-1.0	1058	1.2	-0.082	0.33	-0.25	0.29	1408	i	7.0	2.0	5.7	i	-4	-14%	-1.5%
Nc1c(Cl)ncnc1N/N=C/c1ccc(O)cc1	.	.	0.5	1309	-0.82	-0.14	-0.0079	-0.48	0.39	1025	i	.	.	.	.	.	-11%	-2.7%
Cc1ccc(C(=O)C2Oc3ccccc3C3CC(c4ccc(C)cc4)=NN23)cc1 (stereo not drawn)	29	21	-1.1	1002	1.3	-0.24	0.28	-0.91	0.54	2267	i	4.1	2.2	1.6	i	2	2%	1.9%
NS(=O)(=O)c1ccc(CCN=Cc2ccccc2O)cc1	-7	-4	-1.7	547	-0.68	-0.32	-0.4	0.69	-0.09	1411	i	1.4	4.3	5.9	i	3	7%	0.4%
Cc1ccc(Nc2nc(N)c([N+](=O)[O-])c(NCc3ccccc3)n2)cc1	.	.	-0.7	1248	-0.55	2.1	0.72	-0.33	-0.55	1025	i	.	.	.	.	.	10%	-0.6%

Source: PubChem
